Bioassay records deposited in PubChem BioAssay by Sanford-Burnham Center for Chemical Genomics.
SENP8 block-1: SENP8 (human) protease inhibition; recombinant SENP8, Nedd8 substrate fluorescence; inhibition, % at 20 µM; actives 0.64% (n = 360,000); AID 602440; in the data active = inhibition mostly above about 40%, no sharp cut-off; inactive = mostly below about 27%
Apaf-1 inh: human Apaf-1 inhibition | O14727 | reconstituted apoptosome caspase-3 activity, DEVD-Rh110 fluorescence | inhibition, % at 20 µM | actives 0.71% (n = 330,000) | AID 489030; active = inhibition of at least 40% at 20 µM;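 note: plate controls were DMSO wells for no effect and DEVD-CHO caspase inhibitor wells for full effect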
Target sequence (O14727 whole entry, looked up): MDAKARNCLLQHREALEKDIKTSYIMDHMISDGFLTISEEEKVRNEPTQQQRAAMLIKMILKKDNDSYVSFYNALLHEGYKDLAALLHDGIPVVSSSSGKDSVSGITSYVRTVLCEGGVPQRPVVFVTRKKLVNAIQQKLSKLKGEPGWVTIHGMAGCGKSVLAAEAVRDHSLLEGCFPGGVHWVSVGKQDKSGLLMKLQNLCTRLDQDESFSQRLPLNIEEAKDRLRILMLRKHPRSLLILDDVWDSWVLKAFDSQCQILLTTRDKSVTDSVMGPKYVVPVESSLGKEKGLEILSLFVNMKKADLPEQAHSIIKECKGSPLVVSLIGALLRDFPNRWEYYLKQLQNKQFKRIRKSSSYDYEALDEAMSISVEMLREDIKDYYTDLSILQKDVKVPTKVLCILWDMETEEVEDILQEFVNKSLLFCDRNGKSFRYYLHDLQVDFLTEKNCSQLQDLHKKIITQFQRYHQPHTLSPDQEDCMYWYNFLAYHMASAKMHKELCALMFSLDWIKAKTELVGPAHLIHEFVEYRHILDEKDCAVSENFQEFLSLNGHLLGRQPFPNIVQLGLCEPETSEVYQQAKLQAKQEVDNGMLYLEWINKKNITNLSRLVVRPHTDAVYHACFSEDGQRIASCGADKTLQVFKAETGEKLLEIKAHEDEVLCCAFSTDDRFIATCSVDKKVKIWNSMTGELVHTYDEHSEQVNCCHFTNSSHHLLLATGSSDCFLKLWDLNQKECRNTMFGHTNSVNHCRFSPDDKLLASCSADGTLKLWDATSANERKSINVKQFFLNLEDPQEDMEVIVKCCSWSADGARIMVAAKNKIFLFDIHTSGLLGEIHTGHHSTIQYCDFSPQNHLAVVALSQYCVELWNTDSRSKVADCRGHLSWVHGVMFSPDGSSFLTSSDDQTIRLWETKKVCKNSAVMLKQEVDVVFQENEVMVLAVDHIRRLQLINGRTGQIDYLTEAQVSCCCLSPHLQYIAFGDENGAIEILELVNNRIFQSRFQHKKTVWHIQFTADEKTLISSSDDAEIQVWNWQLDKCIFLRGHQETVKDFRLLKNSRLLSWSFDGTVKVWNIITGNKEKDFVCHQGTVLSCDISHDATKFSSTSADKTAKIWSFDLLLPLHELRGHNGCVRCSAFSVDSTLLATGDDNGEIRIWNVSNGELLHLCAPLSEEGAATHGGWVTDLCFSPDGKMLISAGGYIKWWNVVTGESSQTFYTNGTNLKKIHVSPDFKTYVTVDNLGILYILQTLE
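Assay system – apoptosome proteins · Medium – Hepes buffer, pH 7.5 · Also added – cytochrome c with DEVD-Rh110 · Timing – 30 min compound preincubation, 50 min activation, room temperature · Detection – Rh110 fluorescence, excitation 480 nm, emission 540 nm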
SENP1 FRET inh: SENP1 (human) catalytic domain inhibition. Q9P0U3. recombinant SENP1 catalytic domain, CyPet-SUMO1-YPet FRET cleavage. inhibition, % at 10 µM. actives 0.21% (n = 360,000). AID 624204;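 active = inhibition at least 30% at 10 µM, raw YFP signal under a set limit, fluorescence ratio 0.5 to 1.5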;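 note: 0% = enzyme with DMSO and 100% = no enzyme wells; some results filed as inactive read as strong as hits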
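Assay system: hSENP1 catalytic domain, recombinant. Amount: SENP1 enzyme, 20 pM final. Schedule: 50 min reaction, RT, dark. Technique: FRET, CFP and YFP emission. Control set: no-enzyme wells low, DMSO-plus-enzyme wells high control.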
SENP8 block-2: inhibitors of human SENP8 protease. actives 1.2% (n = 330,000). Q96LD8. purified SENP8, Z-RLRGG-aminoluciferin cleavage, luminescence. AID 2540. inhibition, % at 10 µM; in the data active = inhibition above about 50%
SENP7 inh: blocks the human protease SENP7; Q9BQF6; recombinant SENP7, Z-RLRGG-aminoluciferin luminescence, 40 min; inhibition, % at 5 µM; actives 1.5% (n = 330,000); AID 434973;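 active = inhibition above about 50% at the single test dose, limit read from the data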;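 note: plate controls were DMSO with enzyme for no effect and no enzyme buffer wells for full effect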
PfGluPho inh: PfG6PD (Plasmodium falciparum) enzyme inhibition. PfGluPho enzyme, NADPH resazurin-diaphorase fluorescence. inhibition, % at 20 µM. actives 0.78% (n = 350,000). AID 504690;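 active = inhibition reaching at least a set limit at 20 µM in the primary screen, cut at about 59% in these data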;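 note: 0% = DMSO wells with substrate and 100% = DMSO wells lacking glucose-6-phosphate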
SENP6 block: SENP6 protease inhibition | Q9GZR1 | Recombinant SENP6 catalytic domain, aminoluciferin luminescence | inhibition, % at 10 µM | actives 1.8% (n = 330,000) | AID 2599;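 active = inhibition above about 50% at the single tested dose, limit read from the data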;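 note: plate controls were DMSO wells with enzyme for no effect and DMSO wells lacking enzyme for full effect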
HKDC1 inh: HKDC1 (human) hexokinase inhibition. Q2TB90. recombinant HKDC1, G6PDH/diaphorase resazurin coupled fluorescence. inhibition, % at 20 µM. actives 0.16% (n = 340,000). AID 493160;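 active = inhibition above about 35% when tested at 20 µM, limit read from the data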;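 note: plate controls were DMSO wells with enzyme for no effect and DMSO wells lacking enzyme for full effect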
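System: Recombinant HKDC1 hexokinase | Amount: HKDC1 at 5 µg/mL | Reagent: Glucose with 1 mM ATP | Doses: Single 20 µM dose | Incubation: Reaction time 90 min, room temperature, protected from light | Signal: Coupled resazurin fluorescence, excitation 525 nm, emission 613 nm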
The depositor's hits bear a star; . = no result given.

No.	SMILES	SENP8 block-1	Apaf-1 inh	SENP1 FRET inh	SENP8 block-2	SENP7 inh	PfGluPho inh	SENP6 block	HKDC1 inh
1	COc1cc(C(=O)Nc2nc(-c3cccs3)cs2)cc(OC)c1OC	-67	8	0	-1	-4	47	-29	1
2	COc1ccc(OC)c(C2CC(c3c(-c4ccccc4)c4cc(Cl)ccc4[nH]c3=O)=NN2S(C)(=O)=O)c1 (stereo not drawn)	-58	23	0	-6	-4	-16	-5	-6
3	CC1CCCC(CC(N)=O)CC1 (stereo not drawn)	2	.	1	.	.	3	.	0
4	CC(=O)N1CCN(C2=NC(=O)/C(=C/c3ccc(OS(=O)(=O)c4ccccc4)cc3)S2)CC1	-20	1	1	0	-7	17	7	6
5	CC(C)C(C)NC(=O)CN1C(=O)NC2(CCc3ccccc32)C1=O (stereo not drawn)	13	2	-6	12	2	-21	-3	-5
6	CC(C)C[C@H](N)c1nnc(SCc2ccc(Cl)cc2)o1	8	-5	-3	-1	-3	-1	1	1
7	COc1ccccc1-c1coc2c(CN3CCN(CCO)CC3)c(O)ccc2c1=O	-439	0	-1	1	-3	-10	-19	-6
8	CC1(C)CC(=O)c2cnc(NC(=O)CSc3nc4ccccc4o3)nc2C1	13	8	-1	0	13	-3	0	-1
9	Cc1ccc(-n2c(SCC(=O)N3CCOCC3)nc(O)c(Cc3ccccc3)c2=O)cc1	-3	14	-1	3	0	-7	-1	-5
10	Cc1noc(C)c1S(=O)(=O)N(C)C[C@H]1Oc2c(NC(=O)NC3CCCCC3)cccc2C(=O)N([C@H](C)CO)C[C@@H]1C	11	7	2	-1	-3	3	-16	-4
11	O=C(NC1CCCC1)c1cccc(Cn2cc([N+](=O)[O-])cn2)c1	1	2	1	1	2	-19	-14	-4
12	Cc1ccc(NC(=S)NNC(=O)c2ccc(N3CCOCC3)c([N+](=O)[O-])c2)cc1C	19	-7	0	-3	-8	13	-11	-4
13	O=C(O)/C=C/c1cccc(NC(=O)Nc2ccc([N+](=O)[O-])cc2)c1	24	5	0	1	-10	-13	-3	-1
14	COc1cccc(C(=O)OCC(=O)c2c[nH]c3ccccc23)c1O	9	-4	-3	10	36	6	-14	-5
15	O=c1ccn([C@@H]2O[C@H](CNCC3=Cc4cc(O)ccc4OC3)[C@@H](O)[C@H]2O)c(=O)[nH]1	12	.	3	.	.	-6	.	12
16	CC(C)Oc1ccc(S(=O)(=O)N2CCCCC2)cc1NC(=O)C1CCCC1	4	22	-2	-3	0	15	-13	-2
17	CN(C)S(=O)(=O)c1ccc(C(=O)OCC(=O)Nc2ccccc2OC(F)F)cc1	8	6	0	0	-1	-10	-4	3
18	CCOC(=O)c1ccccc1NC(=O)[C@@H]1CCCN1C(=O)OC(C)(C)C	6	4	1	-5	4	13	-18	-7
19	O=C(NCC(c1ccco1)N1CCN(c2ccc(F)cc2)CC1)C1CCCCC1 (stereo not drawn)	19	17	4	-9	-10	-1	-13	-2
20	CC(C)c1csc(CN2CCCC(CNC(=O)c3cccc4ccccc34)C2)n1 (stereo not drawn)	12	12	-3	-6	8	-19	2	-3
21	CCN(CC)S(=O)(=O)c1ccc(C(=O)NCc2ccc(C)cc2)cc1	24	15	4	12	7	4	-6	1
22	N#Cc1ccc(/C=N/NC(=O)c2cccc(S(=O)(=O)N3CCOCC3)c2)cc1	13	11	4	-8	-11	5	-11	0
23	Cc1ccc2nc(Cl)c(C3CC(c4ccco4)=NN3C(=O)CCCC(=O)O)cc2c1 (stereo not drawn)	21	-1	-1	3	-1	-24	3	2
24	Nc1nc2c(nc(N3CCCCC3)n2[C@@H]2O[C@H](CO)[C@@H](O)[C@H]2O)c(=O)[nH]1	1	2	1	-9	-13	-4	-26	-4
25	COc1ccc2c(Cl)c(C(=O)N/N=C/c3ccncc3)sc2c1	-78	7	-1	-7	2	-6	16	-5
26	COc1cccc(CNC(=O)C2CCCN(S(=O)(=O)N3CC(C)CC(C)C3)C2)c1 (stereo not drawn)	8	-1	0	9	3	0	13	-4
27	O=C(O)CNC(=O)c1nc(-c2ccccc2)n(-c2ccccc2)n1	7	5	-1	-8	-2	-5	-26	-6
28	O=C(N/N=C/c1c(O)n(Cc2ccco2)c(=O)[nH]c1=O)c1ccccc1	-127	4	-12	1	-3	-16	19	-6
29	CCNc1c2c(nc3ccccc13)CC(C)(C)CC2=O	12	-4	0	-3	0	-5	-2	-6
30	COc1ccc(NC(=O)N(C)C[C@H]2Oc3c(NS(=O)(=O)c4cccs4)cccc3C(=O)N([C@H](C)CO)C[C@@H]2C)cc1	4	5	-1	-9	-5	-13	-24	1
31	O=C1c2ccccc2NC(c2ccc(O)c(O)c2)N1c1ccccc1Cl (stereo not drawn)	-298	2	2	0	4	-17	-11	-2
32	CCOc1ccc(NS(=O)(=O)c2cccc(C(=O)NCC3(N(C)C)CCCCC3)c2)cc1	13	8	3	-7	0	-11	-11	1
33	CCC(Oc1ccccc1)C(=O)Nc1ccc(-c2nnc(-c3ccco3)o2)cc1 (stereo not drawn)	-290	21	-14	-16	-14	8	-17	6
34	C=CCN=C1SC(C)(C)C(=O)N1S(=O)(=O)c1ccc(C)cc1	6	-3	5	7	-4	5	1	-15
35	CC(C)c1ccccc1NC(=S)NCc1nc2ccccc2[nH]1	-70	3	-32	1	7	4	2	0
36	CCn1nc(C(=O)OC(C(=O)c2c[nH]c3ccccc23)c2ccccc2)c2ccccc2c1=O (stereo not drawn)	0	2	0	8	7	-4	6	0
37	CCOc1ccc(N(CC(=O)NCc2ccccc2)C(=O)CCC(=O)Nc2nccs2)cc1	4	15	-1	-6	0	8	9	-1
38	CC1=C(C#N)C(c2ccc(O)cc2)C2=C(CCCC2=O)N1 (stereo not drawn)	-372	6	-3	-1	3	-6	5	-7
39	COc1ccc(C(F)(F)F)cc1N/C=C/c1nnnn1-c1ccc2ccccc2c1	-467	8	1	-3	9	6	8	2
40	COCCCNC(=O)CSC1=Nc2ccccc2C2=NC(Cc3c[nH]c4ccccc34)C(=O)N12 (stereo not drawn)	15	8	1	6	0	3	-10	-2
41	COC(=O)c1cc2ccc(OC)c(OC)c2c(=O)s1	-80	2	-3	-5	0	-3	-8	-5
42	CCOc1ccc(NC(=O)CN2CCN(CC(=O)Nc3ccc(N(C)C)cc3)CC2)cc1	9	1	-1	1	2	5	15	1
43	COc1ccc(-n2c(C)cc(C(=O)CN3C(=O)NC4(CCCc5sccc54)C3=O)c2C)cc1 (stereo not drawn)	-2	15	-4	-10	-7	12	-11	-13
44	Cc1onc(-c2ccccc2)c1C(=O)Nc1ccc2c(C)cc(=O)oc2c1	-488	13	-3	-9	-15	-3	-23	-3
45	COCCN1C(=O)C(=O)/C(=C(/O)c2cccc(OC)c2)C1c1ccco1 (stereo not drawn)	10	4	-4	-4	-1	2	0	-4
46	Cc1[nH]nc2c1C(Cc1ccccc1)C(C#N)=C(N)O2 (stereo not drawn)	-17	-2	0	1	3	6	-11	-2
47	COc1ccc(/C(O)=C2\C(=O)C(=O)N(Cc3ccco3)C2c2ccc(OC)cc2OC)cc1 (stereo not drawn)	-1	8	-2	0	-2	10	21	3
48	O=C(O)C1CC=CCC1C(=O)NNc1c(Cl)cc(Cl)cc1Cl (stereo not drawn)	8	4	-1	2	1	-6	4	-8
49	COc1ccc(/C=C/C(=O)OCC(=O)NCC2CCCO2)cc1 (stereo not drawn)	22	-10	1	-5	4	-2	-7	-5
50	C/C(=N\O)c1ccco1	17	-4	0	0	1	0	16	-9
51	Cn1c(SCC(=O)Nc2ccc3cn[nH]c3c2)nnc1-c1cccs1	9	-2	0	3	0	19	-14	13
52	O=C(NCc1cccnc1)c1ccc([N+](=O)[O-])o1	26	-3	2	-1	0	14	9	-5
53	Cc1cc2c(cc1S(=O)(=O)N(C)C1CCCCC1)OCC(=O)N2	8	14	1	-3	0	-14	-4	-1
54	O=C(CCn1c(=O)oc2cc(Cl)ccc21)Nc1ccc(O)cc1	12	11	0	6	1	0	-26	3
55	COc1ccc(NC(=O)c2ccc(NCCN3C(=O)CCC3=O)c([N+](=O)[O-])c2)cc1	21	1	2	-7	-10	-9	-16	-4
56	CCCC(=O)Oc1ccc2c(C)cc(=O)oc2c1	-407	2	-133	-8	4	-6	-8	-4
57	Cc1cc(C)cc(NS(=O)(=O)c2ccc(NC(=O)C3CCCCC3C(=O)O)cc2)c1 (stereo not drawn)	15	2	0	-7	1	-13	-4	-9
58	CC1=NN(C(=O)Cc2ccc([N+](=O)[O-])cc2)C(O)(C(F)(F)C(F)(F)F)C1 (stereo not drawn)	20	-9	1	3	-1	8	-8	-6
59	CCOc1ccc(Cc2nn[nH]n2)cc1	25	-14	0	3	1	-10	-19	-4
60	Cc1ccc(S(=O)(=O)N[C@@H](C)C(=O)N2CCC(C(=O)N[C@@H](Cc3ccccc3)C(=O)O)CC2)cc1	8	-2	0	-13	-6	1	-2	-6

(listing goes on)
No.	SMILES	SENP8 block-1	Apaf-1 inh	SENP1 FRET inh	SENP8 block-2	SENP7 inh	PfGluPho inh	SENP6 block	HKDC1 inh
61	C=CCNC(=S)N/N=C/c1ccc(OCc2ccccc2)cc1	20	-7	0	1	0	9	-4	-6
62	Cc1nc(CC(=O)Nc2nc(-c3ccccc3)cs2)cs1	10	16	0	-14	-5	7	-13	5
63	Cc1cc(C(=O)N2CCCC(C(=O)c3ccc4ccccc4c3)C2)n(C)n1 (stereo not drawn)	-1	2	2	0	8	14	0	-12
64	CC12c3ccccc3C(c3ccccc31)C1C(=O)N(Cc3cccnc3)C(=O)C12 (stereo not drawn)	4	6	1	4	-8	3	-26	-12
65	COc1ccc(C(CNC(=O)COc2ccccc2C)N2CCOCC2)cc1 (stereo not drawn)	16	8	0	-8	-4	0	-5	-3
66	Cc1cc(=S)c2ccccc2[nH]1	4	-16	-3	-4	10	43	-12	11
67	COC(=O)[C@H](CC(C)C)NC(=O)Nc1ccccc1F	1	-16	1	-11	11	5	-15	-2
68	CCCn1nc(NC(=O)COC)c2cc3cccc(C)c3nc21	-294	-1	-25	3	-2	13	-9	-2
69	Cc1cc(C(C)(C)C)oc1C(=O)N(CC(=O)NC1CCCC1)Cc1ccccc1Cl	15	24	3	-8	-7	9	-14	-2
70	Cc1ccccc1S(=O)(=O)N1[C@@H](c2ccc(Cl)cc2)C(C(=O)O)=CC[C@H]1c1ccc(Cl)cc1	17	11	-1	8	-3	-30	10	9

Record cards, from the list above:
Cc1cc(=S)c2ccccc2[nH]1 reads SENP8 block-1 = 4; Apaf-1 inh = -16; SENP1 FRET inh = -3; SENP8 block-2 = -4; SENP7 inh = 10; PfGluPho inh = 43; SENP6 block = -12; HKDC1 inh = 11
Cc1nc(CC(=O)Nc2nc(-c3ccccc3)cs2)cs1 reads SENP8 block-1 = 10; Apaf-1 inh = 16; SENP1 FRET inh = 0; SENP8 block-2 = -14; SENP7 inh = -5; PfGluPho inh = 7; SENP6 block = -13; HKDC1 inh = 5
C=CCNC(=S)N/N=C/c1ccc(OCc2ccccc2)cc1 reads SENP8 block-1 = 20; Apaf-1 inh = -7; SENP1 FRET inh = 0; SENP8 block-2 = 1; SENP7 inh = 0; PfGluPho inh = 9; SENP6 block = -4; HKDC1 inh = -6

Hits appear at their usual frequency; 3.6% or so of the library scored in one or more.
